Screening data deposited in PubChem by The Scripps Research Institute Molecular Screening Center.
EBNA-1 inh – EBNA-1 DNA-binding inhibitors, primary screen, biochemical, fluorescence polarization; inhibition, % at 14.8 µM; hit rate 0.34% among 300,000; AID 1950, 2009; in the data active = inhibition above about 28%
PAFAH1B3 FP inh – PAFAH1B3 enzyme inhibitors, primary screen, biochemical, fluorescence polarization, human; Platelet-activating factor acetylhydrolase IB subunit alpha1 (Homo sapiens), Q15102; recombinant PAFAH1B3, FP-rhodamine probe; inhibition, % at 3.39 µM; hit rate 0.28% among 340,000;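 active = inhibition above the screen-wide average of all tested compounds plus 3 SD, cut at about 25% in these data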;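 also: 0% = enzyme with DMSO only and 100% = wells lacking PAFAH1B3 protein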
Target sequence (Q15102 whole entry, looked up): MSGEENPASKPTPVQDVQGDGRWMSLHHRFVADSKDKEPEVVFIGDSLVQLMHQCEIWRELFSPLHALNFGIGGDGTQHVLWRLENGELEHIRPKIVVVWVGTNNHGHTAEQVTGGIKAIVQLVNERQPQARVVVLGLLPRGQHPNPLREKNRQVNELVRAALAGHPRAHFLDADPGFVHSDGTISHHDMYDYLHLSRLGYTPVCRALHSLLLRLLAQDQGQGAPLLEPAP
GSTO1 counter – inhibitors of recombinant GSTO1, primary screen, counter-screen for RBBP9 inhibitor project, biochemical, fluorescence polarization; Glutathione S-transferase omega-1 (Homo sapiens), P78417; activity-based probe fluorescence polarization; inhibition, % at 5.96 µM; hit rate 1.1% among 300,000; AID 1974, 2009;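 active = inhibition above the campaign mean inhibition plus 3 SD, cut at about 35% in these data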;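 also: 0% = GSTO1-1 with DMSO and 100% = wells lacking GSTO1-1 enzyme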
PAD4 FP inh – human PAD4 inhibitors, primary screen, biochemical, fluorescence polarization, 1536-well format; Protein-arginine deiminase type-4 (Homo sapiens), Q9UM07; recombinant PAD4, RCA probe fluorescence polarization; hit rate 0.41% among 330,000; inhibition, % at 6.36 µM;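 active = percent inhibition above a cutoff equal to the mean of all tested compounds plus 3 SD, cut at about 15% in these data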;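 also: 0% = PAD4 with RCA probe and DMSO and 100% = probe without PAD4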
PREPL inhibitor – PREPL enzyme inhibitors, primary screen, biochemical, fluorescence polarization | hit rate 0.68% among 320,000 | AID 2751, 2010 | Prolyl endopeptidase-like (Homo sapiens), Q4J6C6 | recombinant PREPL, fluorescence polarization activity-based probe | inhibition, % at 5.96 µM; in the data active = inhibition above about 43%;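 also: 0% = enzyme with DMSO and 100% = wells lacking enzyme; many of its hits are not listed in these tables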
LYPLA2 inh – LYPLA2 inhibitors, primary screen, counter-screen for PME1 inhibitor project, biochemical, fluorescence polarization, FP-Rh probe ABPP. AID 2177, 2009. hit rate 0.38% among 320,000. recombinant LYPLA2. inhibition, % at 5.9 µM;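 active = inhibition above the screen-wide mean plus 3 SD, limit set per campaign, cut at about 26% in these data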;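 also: 0% = LYPLA2 with DMSO and 100% = wells lacking LYPLA2 enzyme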
Target sequence (O95372 whole entry, looked up): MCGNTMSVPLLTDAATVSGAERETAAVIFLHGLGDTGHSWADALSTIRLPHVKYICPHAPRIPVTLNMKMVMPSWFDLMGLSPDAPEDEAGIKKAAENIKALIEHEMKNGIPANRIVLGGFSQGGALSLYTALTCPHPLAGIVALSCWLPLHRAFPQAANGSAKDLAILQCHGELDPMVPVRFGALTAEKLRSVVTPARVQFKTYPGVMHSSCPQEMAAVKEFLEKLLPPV
ZTA counter – counter-screen for EBNA-1 inhibitors: inhibitors of Epstein-Barr virus ZTA; ZTA-DNA binding, fluorescence polarization; inhibition, % at 11 µM; hit rate 0.15% among 320,000; in the data active = inhibition above about 33%
Target sequence (P03206 whole entry, looked up): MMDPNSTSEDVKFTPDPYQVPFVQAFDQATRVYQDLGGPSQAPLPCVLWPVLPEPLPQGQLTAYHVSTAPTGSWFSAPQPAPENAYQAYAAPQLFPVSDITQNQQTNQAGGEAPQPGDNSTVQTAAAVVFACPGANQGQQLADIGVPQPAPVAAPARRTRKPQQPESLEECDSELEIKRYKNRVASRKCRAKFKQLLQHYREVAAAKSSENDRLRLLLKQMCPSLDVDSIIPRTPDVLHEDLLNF
PAFAH2 inh – PAFAH2 enzyme inhibitors, primary screen, biochemical, fluorescence polarization, human; inhibition, % at 3.39 µM; AID 492956, 2010; recombinant PAFAH2, FP-rhodamine activity probe; hit rate 0.99% among 340,000;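 active = inhibition above the mean over all tested compounds plus 3 SD, cut at about 30% in these data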;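 also: inhibitors block probe labeling of enzyme so polarization drops; 0% = enzyme with DMSO and 100% = wells lacking PAFAH2 protein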
LYPLA1 inh – LYPLA1 inhibitors, primary screen, counter-screen for PME1 inhibitor project, biochemical, fluorescence polarization, FP-Rh probe ABPP; recombinant LYPLA1; hit rate 0.16% among 320,000; Acyl-protein thioesterase 1 (Homo sapiens), O75608; AID 2174, 2009; inhibition, % at 5.9 µM;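 active = inhibition above the mean of all tested compounds plus 3 SD, set per campaign, cut at about 14% in these data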;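 also: inhibitors block serine hydrolase probe labeling of LYPLA1 so polarization falls; 0% = enzyme with DMSO and 100% = wells lacking LYPLA1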
Active calls of the source: *.

For COc1ccccc1CNC(=O)CSc1ccsc1[N+](=O)[O-] the results were EBNA-1 inh 9, PAFAH1B3 FP inh -1, GSTO1 counter 8, PAD4 FP inh -3, PREPL inhibitor -2, LYPLA2 inh 1, ZTA counter -1, PAFAH2 inh 7 and LYPLA1 inh -2.
Screening C=CCOc1cccc(C2C(C(=O)c3ccco3)=C(O)C(=O)N2Cc2cccnc2)c1 (configuration not stated) returned EBNA-1 inh 1, PAFAH1B3 FP inh 13, GSTO1 counter 6, PAD4 FP inh -4, PREPL inhibitor 1, LYPLA2 inh 0, ZTA counter -7, PAFAH2 inh -1 and LYPLA1 inh 3.
For Cc1ccc(Cl)cc1NC(=O)C1CCCN(c2cnccn2)C1 (configuration not stated) the results were EBNA-1 inh -7, PAFAH1B3 FP inh -3, GSTO1 counter 4, PAD4 FP inh 1, PREPL inhibitor 14, LYPLA2 inh 0, ZTA counter 4, PAFAH2 inh 2 and LYPLA1 inh -5.
For COc1ccc(NC(=O)c2ccccc2SC)cc1 the results were EBNA-1 inh -1, PAFAH1B3 FP inh 9, GSTO1 counter 2, PAD4 FP inh -2, PREPL inhibitor 12, LYPLA2 inh 6, ZTA counter -1, PAFAH2 inh 5 and LYPLA1 inh 2.
`Cc1ccc(-c2cc(C(=O)NCCCn3ccnc3)c3ccccc3n2)s1` gave EBNA-1 inh 10, PAFAH1B3 FP inh 2, GSTO1 counter -2, PAD4 FP inh 3, PREPL inhibitor -3, LYPLA2 inh 2, ZTA counter -4, PAFAH2 inh -5 and LYPLA1 inh -3.
Screening COc1ccccc1C1C(C#N)=C(N)N(c2cccnc2)C2=C1C(=O)CC(C)(C)C2 (configuration not stated) returned EBNA-1 inh 4, PAFAH1B3 FP inh 3, GSTO1 counter 0, PAD4 FP inh 2, PREPL inhibitor 2, LYPLA2 inh -2, ZTA counter 1, PAFAH2 inh -7 and LYPLA1 inh -1.
O=C(NCC(c1ccco1)N1CCc2ccccc21)c1ccc([N+](=O)[O-])cc1 (configuration not stated) was read as EBNA-1 inh -5, PAFAH1B3 FP inh 7, GSTO1 counter -1, PAD4 FP inh -2, PREPL inhibitor 0, LYPLA2 inh 0, ZTA counter 7, PAFAH2 inh 9 and LYPLA1 inh 2.
`CC(C)(C)C(=O)NCCCc1ccccc1` gave EBNA-1 inh 3, PAFAH1B3 FP inh -1, GSTO1 counter 7, PAD4 FP inh 1, PREPL inhibitor 4, LYPLA2 inh 2, ZTA counter 6, PAFAH2 inh -4 and LYPLA1 inh 4.
COC(=O)Nc1ccc2c(c1)Nc1ccccc1CC2 was read as EBNA-1 inh 4, PAFAH1B3 FP inh 6, GSTO1 counter 7, PAD4 FP inh -5, PREPL inhibitor 6, LYPLA2 inh 2, ZTA counter -10, PAFAH2 inh 1 and LYPLA1 inh 1.
`CCc1cc2cccc(C)c2nc1SCC(=O)NNC(=O)c1ccco1` gave EBNA-1 inh 8, PAFAH1B3 FP inh 5, GSTO1 counter 4, PAD4 FP inh -2, PREPL inhibitor 3, LYPLA2 inh 1, ZTA counter 5, PAFAH2 inh 4 and LYPLA1 inh -5.
Screening CCC(C)NC(=O)c1ccc(NC(=O)CC2SC(N3CCCC3)=NC2=O)cc1 (configuration not stated) returned PAFAH1B3 FP inh -2, PAD4 FP inh -2, PREPL inhibitor 5, LYPLA2 inh 1, ZTA counter 6, PAFAH2 inh 10 and LYPLA1 inh -1.
Cc1nc(SCC(=O)N2CCCC2=O)nc(C)c1C was read as PAFAH1B3 FP inh 0, PAD4 FP inh -5, PREPL inhibitor 23 and PAFAH2 inh 5.

3 compounds already listed, arranged by count of non-hydrogen atoms, highest first.
`Cc1ccc(-c2cc(C(=O)NCCCn3ccnc3)c3ccccc3n2)s1` gave EBNA-1 inh 10, PAFAH1B3 FP inh 2, GSTO1 counter -2, PAD4 FP inh 3, PREPL inhibitor -3, LYPLA2 inh 2, ZTA counter -4, PAFAH2 inh -5 and LYPLA1 inh -3.
COC(=O)Nc1ccc2c(c1)Nc1ccccc1CC2 was read as EBNA-1 inh 4, PAFAH1B3 FP inh 6, GSTO1 counter 7, PAD4 FP inh -5, PREPL inhibitor 6, LYPLA2 inh 2, ZTA counter -10, PAFAH2 inh 1 and LYPLA1 inh 1.
Cc1nc(SCC(=O)N2CCCC2=O)nc(C)c1C was read as PAFAH1B3 FP inh 0, PAD4 FP inh -5, PREPL inhibitor 23 and PAFAH2 inh 5.

Carrying on:
`CC1=C(C(=O)OCC2CCCO2)C(c2ccc(C)o2)C2=C(CC(c3ccc(F)cc3)CC2=O)N1` (configuration not stated) gave EBNA-1 inh 7, PAFAH1B3 FP inh 3, GSTO1 counter -1, PAD4 FP inh 3, PREPL inhibitor 18, LYPLA2 inh 8, ZTA counter -4, PAFAH2 inh 0 and LYPLA1 inh 0.
`CCC[N+](CC#Cc1ccccc1)(CCC)CC(=O)c1ccc(Cl)cc1` gave EBNA-1 inh 0, PAFAH1B3 FP inh 2, GSTO1 counter -1, PAD4 FP inh 0, PREPL inhibitor 11, LYPLA2 inh 8, ZTA counter 2, PAFAH2 inh -3 and LYPLA1 inh 4.
N/C(Cc1cccs1)=N\OC(=O)COc1ccc(Cl)cc1Cl was read as EBNA-1 inh 6, PAFAH1B3 FP inh 4, GSTO1 counter -6, PAD4 FP inh -1, PREPL inhibitor -8, LYPLA2 inh 2, ZTA counter 4, PAFAH2 inh 5 and LYPLA1 inh -1.
For CCN1C(=O)[C@H]2[C@@H](c3ccc(-c4ccccc4)cc3)N[C@@](CC(C)C)(C(=O)OC)[C@H]2C1=O the results were EBNA-1 inh 5, PAFAH1B3 FP inh -4, GSTO1 counter -1, PAD4 FP inh -2, PREPL inhibitor 6, LYPLA2 inh -1, ZTA counter 11, PAFAH2 inh -2 and LYPLA1 inh 0.
Cc1cccc(NC(=O)C2CCN(S(=O)(=O)c3c(C)c(C)cc(C)c3C)CC2)n1 was read as EBNA-1 inh -9, PAFAH1B3 FP inh -2, GSTO1 counter -1, PAD4 FP inh 1, PREPL inhibitor 0, LYPLA2 inh 6, ZTA counter -6, PAFAH2 inh 6 and LYPLA1 inh 3.
`ONC(=Nc1ccccc1)C(=Nc1ccccc1)NO` gave EBNA-1 inh -1, PAFAH1B3 FP inh 7, GSTO1 counter 13, PAD4 FP inh 9, PREPL inhibitor 16, LYPLA2 inh -4, ZTA counter -9, PAFAH2 inh -2 and LYPLA1 inh -2.
For COc1ccc(C2SCC(=O)N2c2c(C)n(C)n(-c3ccccc3)c2=O)c(OC)c1 (configuration not stated) the results were EBNA-1 inh 1, PAFAH1B3 FP inh -1, GSTO1 counter 3, PAD4 FP inh 3, PREPL inhibitor 8, LYPLA2 inh 1, ZTA counter -6, PAFAH2 inh 4 and LYPLA1 inh -1.
For O=C(N/N=C/c1ccc2c(c1)OCO2)c1ccc(NC(=O)c2ccccc2Cl)cc1 the results were EBNA-1 inh 8, PAFAH1B3 FP inh -6, GSTO1 counter 14, PAD4 FP inh -1, PREPL inhibitor 2, LYPLA2 inh -19, ZTA counter -4, PAFAH2 inh -8 and LYPLA1 inh -10.
Screening COC(=O)c1cc(S(=O)(=O)NCC2CCN(Cc3ccc(C)cc3)CC2)cn1C returned EBNA-1 inh -18, PAFAH1B3 FP inh -5, GSTO1 counter 4, PAD4 FP inh -7, PREPL inhibitor 9, LYPLA2 inh 1, ZTA counter 7, PAFAH2 inh 9 and LYPLA1 inh -2.
COC(=O)c1cc(OC)c(OC)cc1NC(=O)c1ccc(Br)o1 was read as EBNA-1 inh 5, PAFAH1B3 FP inh 2, GSTO1 counter 1, PAD4 FP inh -6, PREPL inhibitor 3, LYPLA2 inh -3, ZTA counter 6, PAFAH2 inh 9 and LYPLA1 inh -1.
`CS(=O)(=O)N1CCN(C(=O)CSc2ccccc2)CC1` gave EBNA-1 inh -3, PAFAH1B3 FP inh 2, GSTO1 counter 0, PAD4 FP inh 1, PREPL inhibitor 4, LYPLA2 inh 9, ZTA counter -4, PAFAH2 inh 4 and LYPLA1 inh 2.
`Cc1ccc(C(=O)COC(=O)CNC(=O)Cc2ccccc2)cc1` gave EBNA-1 inh -9, PAFAH1B3 FP inh 2, GSTO1 counter 7, PAD4 FP inh 4, PREPL inhibitor 2, LYPLA2 inh -17, ZTA counter -9, PAFAH2 inh 8 and LYPLA1 inh -7.
COc1ccccc1NC(=O)CSc1nnc(-c2ccco2)n1Cc1ccco1 was read as EBNA-1 inh 4, PAFAH1B3 FP inh 1, GSTO1 counter -3, PAD4 FP inh 6, PREPL inhibitor -4, LYPLA2 inh 5, ZTA counter -13, PAFAH2 inh -2 and LYPLA1 inh -1.
For CC(=O)c1c(O)ccc2c(-c3ccccc3)cc(=O)oc12 the results were EBNA-1 inh -3, PAFAH1B3 FP inh 2, GSTO1 counter 0, PAD4 FP inh -2, PREPL inhibitor 0, LYPLA2 inh 4, ZTA counter 13, PAFAH2 inh 7 and LYPLA1 inh -1.
`O=c1c2ccccc2nnn1CSc1nnc2sc3ccccc3n12` gave EBNA-1 inh 11, GSTO1 counter 10, PAD4 FP inh -4, PREPL inhibitor -2, LYPLA2 inh 3, ZTA counter 2 and LYPLA1 inh 1.
`Cc1cc(C)c(S(=O)(=O)N2CCCCC2)c(C)c1N(C)S(=O)(=O)c1ccccc1` gave EBNA-1 inh 7, PAFAH1B3 FP inh 5, GSTO1 counter 0, PAD4 FP inh 2, PREPL inhibitor 6, LYPLA2 inh 6, ZTA counter -9, PAFAH2 inh 8 and LYPLA1 inh -1.

Some of the compounds tested; the hit share may differ from the screen's.
